Compound activity as filed in PubChem.
Autophagy HCS: autophagy modulators in MEF cells, primary screen, imaging, high-content, MEF GFP-LC3; AID 463193, 2010; 0.98% of 190,000 active; calls only at 10 µM (by protocol); MEF GFP-LC3 puncta imaging; test concentration mostly 10 µM;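 active = percentage of spot-positive cells more than 3 SD above its plate mean, without a fluorescence outlier flag or 80% toxicity; inconclusive = no clear call, values can overlap the other calls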;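 note: spot-positive cell cutoff set from DMSO-treated cells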
T cell modulator: modulators of CD8 T cell-vesicle binding, primary screen, mouse 2C CD8+ T cells, flow cytometry. AID 2052, 2009. 2C CD8+ T cell-vesicle binding; hits give low values. 0.068% of 330,000 active. calls only at 7 µM;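 active = response, share of CD8 T cells binding vesicles, and their 90th percentile fluorescence all below set limits, cut at about 80% in these data, passing the limit was not always enough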
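Benchmarks: naked versus QL9-loaded vesicles / Assay system: purified 2C TCR transgenic mouse naive CD8+ T cells / Technique: high-throughput flow cytometry with anti-B7-1 and anti-CD8 staining / Timing: Cell–vesicle co-incubation 1.5 h at 37 °C, staining 20 min on ice / Read-out: percent CD8+ FL2 mean versus row control / Probe or stimulus: QL9-loaded Drosophila micro-vesicles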
b-catenin transl: modulators of beta-catenin nuclear translocation, primary screen, imaging, HeLa cells, immunofluorescence, high-content. nuclear translocation activity, % at 5 µM. 0.3% of 190,000 active. AID 1665, 2009;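 active = nuclear translocation activity above 50% at 5 µM, with a well cell count of 50 or more; inconclusive = wells under 50 cells across six images, flagged as toxic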;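 note: per-cell ratio of nuclear to cytoplasmic median beta-catenin stain intensity; plate controls were DMSO negative control for no effect and GSK-3 inhibitor IX positive control for full effect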
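System: Human HeLa cells, endogenous beta-catenin | Compound dosing: 5 µM primary, 0.02–20 µM confirmation | Timing: 24 h compound exposure at 37°C, 5% CO2 | Measured by: Fluorescence imaging of beta-catenin antibody stain plus DAPI | Read-out basis: % activation of per-cell nuclear versus cytoplasmic median beta-catenin signal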
MT stabilizer: microtubule stabilizers in HeLa cells, primary screen, imaging, high-content imaging; % tubulin-high responders, % at 10 µM; HeLa tubulin immunostaining HCS, 24 h; share of cells brighter than vehicle mean+2SD; 0.83% of 200,000 active;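 active = plate Z-score above 3 for both tubulin-high and condensed-nucleus cell shares, with cell loss under 80%, at 10 µM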;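 note: anti alpha tubulin signal scored within the nucleus-defined area of each cell; some results filed as inactive read as strong as hits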
Yfh1-off respiration: enhancers of respiration in Yfh1-depleted yeast, dose response, Friedreich's ataxia, plus single-dose screen (AID 1465); 0.074% of 220,000 active; fold induction at 50 µM, or EC50 in µM where a hit was titrated; S. cerevisiae Yfh1-off respiration, WST-1 reduction, 72 h; higher fold induction means a stronger effect;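 active = fold induction of absorbance versus untreated yeast above a set limit, then at least 30% activation at any dose in follow-up; inconclusive = repeats straddling the limit, or above it without dose testing; inactive = fold induction below the set limit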;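 note: activators that raise dye reduction in frataxin-depleted yeast; strong numbers were not always called active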
WT yeast gro inh: growth inhibition of WT strain, primary screen, mitochondrial fusion inhibitor project, WT and mutant strains, chemical genetic. mitochondrial fusion phenotypic screen. inhibition, % at 10 µM. 2.1% of 190,000 active; in the data active = inhibition above about 58%; tested in S. cerevisiae
M17LAP inhibition: P. falciparum M17LAP inhibitors, primary screen, biochemical, fluorogenic H-Leu-NHMec substrate, 1536-well (AID 1619) | recombinant M17LAP, H-Leu-NHMec fluorogenic kinetic assay; higher % means a stronger effect | 0.38% of 220,000 active | inhibition, % at 30 µM, or IC50 in µM where a hit was titrated;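 active = compound inhibiting the enzyme by more than half at any dose during confirmatory dose-response retesting; inconclusive = strong single-dose inhibitors picked by rank but not retested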;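 note: plate controls were full reaction with DMSO carrier for no effect and no enzyme background for full effect; strong numbers were not always called active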
P. falciparum M1AAP: P. falciparum M1AAP inhibitors, biochemical, fluorogenic H-Leu-NHMec substrate, 1536-well (AID 1445). Aminopeptidase N (Plasmodium falciparum (isolate 3D7)). recombinant M1AAP, H-Leu-NHMec fluorogenic kinetic assay; higher % means a stronger effect. inhibition, % at 30 µM, or IC50 in µM where a hit was titrated. 0.42% of 220,000 active;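 active = primary inhibition above the hit cutoff, then over 50% inhibition at one or more dose response concentrations, cut at about 23% in these data, passing the limit was not always enough; inconclusive = conflicting primary data, or primary hits not chosen for dose response; inactive = low primary inhibition, or under 50% at every dose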;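 note: plate controls were DMSO full reaction for no effect and no enzyme background for full effect; strong numbers were not always called active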
Dynein cargo inh: inhibitors of GR-EGFP nuclear translocation, primary screen, dynein cargo transport inhibitor project, imaging, high-content, 3617.4 mouse cells | test concentration mostly 20 µM; stimulated with dexamethasone, 1 µM; hits give low values | z-score, hits read low | 0.47% of 220,000 active | AID 1381, 2008;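 active = plate z-score of nuclear minus cytoplasmic receptor signal below a set negative limit, without overly bright fluorescence or cell loss, cut at about -3.5 in these data, passing the limit was not always enough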;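 note: z-score of nuclear minus cytoplasmic ring GR-EGFP intensity difference per well; some compounds called inactive have numbers as strong as hits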
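Buffer or medium: tetracycline-free induction medium containing charcoal-stripped FBS / Reagent: dexamethasone agonist, 1.0 µM final, for 30 min / Technique: automated 10x imaging of fixed Hoechst-stained cells / Times: induction 48 h, compound 1 h, agonist 30 min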
WT yeast gro inh mutant strain: recorded beside WT yeast gro inh, whose call it bears; inhibition, %; mitochondrial fusion phenotypic screen, mutant strain inhibition
Dynein cargo inh cytoplasmic EGFP: further read-out of Dynein cargo inh, marked with its call; z-score; measured here: cytoplasmic GR-EGFP intensity; hits give high values
Dynein cargo inh nuclear GR-EGFP: further read-out of Dynein cargo inh, marked with its call; z-score; measured here: nuclear GR-EGFP intensity;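 lower value marks the stronger effect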
Dynein cargo inh cell count: second read-out of Dynein cargo inh, no call of its own (marks repeat the call); z-score; measured here: cell count per field
b-catenin transl cell count 5 µM: second read-out of b-catenin transl, no call of its own (marks repeat the call); cell count; measured here: cell count, cytotoxicity flag
T cell modulator vesicle-bound %: second read-out of T cell modulator, no call of its own (marks repeat the call); double positive events, %; measured here: CD8+ vesicle-bound cell fraction;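 binding gate set so that unloaded-vesicle control wells show 10% double positive cells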
MT stabilizer Hoechst-high %: recorded beside MT stabilizer, whose call it bears; % Hoechst-high responders; measured here: nuclear condensation Hoechst responders;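 share of cells brighter than vehicle mean plus two SD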
MT stabilizer cytotoxicity %: also measured in MT stabilizer; calls as there; toxicity, %; measured here: cytotoxicity by cell density;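 0% = mean cell density of plate MIN control wells and 100% = no cells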
Autophagy HCS cell loss 18 h: also measured in Autophagy HCS; calls as there; toxicity, %; measured here: cell loss, nuclei count;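 cell loss after 18 h compound exposure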
Numbers without * were called inactive; i = inactive; ? = inconclusive; nt = no result given.

SMILES | Autophagy HCS | Autophagy HCS cell loss 18 h | T cell modulator | T cell modulator vesicle-bound % | b-catenin transl | b-catenin transl cell count 5 µM | MT stabilizer | MT stabilizer Hoechst-high % | MT stabilizer cytotoxicity % | Yfh1-off respiration | WT yeast gro inh | WT yeast gro inh mutant strain | M17LAP inhibition | P. falciparum M1AAP | Dynein cargo inh | Dynein cargo inh cytoplasmic EGFP | Dynein cargo inh nuclear GR-EGFP | Dynein cargo inh cell count
CCOC(=O)COc1cccc2c(=O)n(CC(=O)NCc3ccc(F)cc3)ccc12 | nt | nt | i | 50 | 74* | 590* | nt | nt | nt | i | nt | nt | 6% | 1% | -0.93 | -0.27 | 0.16 | 0.45
CCCCCOC(=O)Nc1ccc(S(=O)(=O)Nc2cccc([N+](=O)[O-])c2)cc1 | i | -1 | i | 34 | 1.7 | 1124 | 2.1 | 2.3 | 8.8 | i | -11 | 6 | 14% | 10% | 0.13 | -0.12 | 0.2 | -0.019
CC(C)c1ccc(/C=N/NC(=O)c2cc(-c3cccc([N+](=O)[O-])c3)n[nH]2)cc1 | nt | nt | i | 18 | -0.3 | 1315 | nt | nt | nt | i | nt | nt | 13% | 2% | -0.27 | -0.25 | -0.16 | 0.81
CCc1ccc(NC(=O)N(CCOC)C2CCN(C(C)=O)CC2)cc1 | i | -7 | i | 38 | 0.4 | 1216 | 0.9 | 0.9 | 7.5 | i | -9 | -13 | 3% | -3% | 0.084 | 1.1 | 0.24 | 0.55
Cc1occc1C(=O)NC1CCCc2ccccc21 (stereo unspecified) | i | 3 | i | 25 | 1.3 | 1016 | 2.6 | 1.9 | 3.2 | i | 29 | 30 | 0% | 18% | -0.23 | 0.024 | 0.09 | -0.61
CC(=O)c1csc(-c2ccccc2)n1 | i | -24 | i | 37 | -0.8 | 1052 | 3.0 | 1.2 | 2.5 | i | 4 | 6 | -2% | -1% | 1.5 | -0.13 | 1.1 | -1.4
Cn1c(C(=O)NCc2ccc3c(c2)OCO3)cc2sccc21 | i | 14 | i | 16 | -0.4 | 1203 | 5.5 | 2.8 | 0.8 | i | 31 | 36 | 10% | 19% | 0.038 | -0.19 | 0.21 | -0.099
Brc1ccc2ncnc(NCc3ccco3)c2c1 | i | 1 | i | 8 | -2.7 | 949 | 3.4 | 1.4 | 0.3 | i | -13 | 6 | 7% | 5% | -0.59 | -0.064 | 0.049 | 0.29
O=C(C1COc2ccccc2O1)N1CCN(c2ccccc2)CC1 (stereo unspecified) | i | 3 | i | 66 | -3.1 | 892 | 3.9 | 3.1 | 4.6 | i | 23 | 28 | 4% | 5% | 0.21 | -0.13 | 0.93 | 2.1
CCOC(=O)CSc1ncnc2c1cnn2-c1ccc(C)cc1 | i | 3 | i | 31 | -1.9 | 1106 | 2.6 | 1.7 | 12 | i | -18 | -20 | -20% | 8% | -0.52 | 0.35 | 0.051 | 2
COc1cccc(C(=O)Oc2c(Br)cc(Br)cc2/C=N/NC(=O)c2cc(C)[nH]n2)c1 | i | 24 | i | 7 | 4.2 | 918 | 2.5 | 1.9 | 34 | i | 28 | 5 | -3% | 10% | 1.5 | 1.1 | 1.6 | -2.3
CCCc1nc2sc3c(SCC(=O)NCc4ccco4)ncnc3c2c2c1CCC2 | i | -44 | i | 10 | 77* | 433* | 15* | 51* | 32* | i | -4 | -2 | 22% | 9% | -2.1 | 0.077 | -0.5 | 0.9
CCn1c(SCc2nc3ccccc3[nH]2)nnc1-c1cnccn1 | i | -8 | i | 54 | -8.9 | 1338 | 5.5 | 3.9 | 10 | i | 14 | -6 | 10% | 0% | 0.38 | -0.29 | 0.2 | -0.31
COc1ccc(OC)c(NC(=S)NCCCN2CCOCC2)c1 | i | 5 | i | 50 | nt | nt | 2.4 | 2.6 | 2.7 | i | 6 | -7 | 20% | -2% | 0.91 | -0.22 | 0.12 | -1
Cc1ccc(SCCC(=O)NCc2ccco2)cc1 | i | -1 | i | 34 | nt | nt | 3.9 | 2.6 | 8.3 | i | -1 | -9 | -5% | -3% | -0.11 | -0.24 | -0.25 | 0.48
Cc1cc(C)nc(SCCn2c(N(C)Cc3ccccc3)nc3c2c(=O)n(C)c(=O)n3C)n1 | i | 2 | i | 42 | -0.4 | 1336 | 3.2 | 1.4 | 6.2 | i | 5 | 14 | -7% | -2% | 0.044 | 0.43 | -0.71 | -0.18
COc1ccc(NS(=O)(=O)c2cc(C)ccc2NC(=O)c2cc(C)oc2C)cc1 | i | 45 | i | 30 | nt | nt | 21* | 22* | 65* | i | -6 | 5 | -19% | 0% | -0.97 | -0.18 | -0.39 | 0.19
Cc1ccc(C(CC(=O)O)Nc2nc(N3CCOCC3)nc(N3CCOCC3)n2)cc1 (stereo unspecified) | i | 15 | i | 38 | 0.5 | 482 | 2.4 | 1.1 | 12 | i | -3 | -7 | 3% | -3% | 0.81 | -0.25 | 0.95 | -0.034
Cc1sc(NC(=O)C2CCCC2)c(C#N)c1C | i | 15 | i | 46 | nt | nt | 2.1 | 1.7 | 3.0 | i | -7 | -19 | 4% | -2% | -0.22 | 0.067 | -0.26 | -0.23
COc1ccc(CCC(=O)NCc2cn3ccsc3n2)cc1 | i | -4 | i | 14 | nt | nt | 2.9 | 2.2 | 1.0 | i | nt | nt | nt | nt | 1.1 | -0.22 | 1.1 | -0.54
CC1=C(C(=O)Nc2ccccc2C)C(c2ccc(C)o2)n2c(s/c(=C/c3ccccc3)c2=O)=N1 (stereo unspecified) | i | -8 | i | 22 | 0.1 | 1032 | 0.9 | 1.5 | 21 | i | -3 | -8 | 2% | 4% | 0.4 | -0.24 | 0.16 | 0.042
Cn1c(SCC(=O)Nc2cccc(Br)c2)nnc1-c1cc2ccccc2o1 | i | 3 | i | 13 | -1.7 | 1151 | 2.7 | 1.5 | 9.7 | i | 5 | 7 | -1% | 1% | -0.26 | -0.27 | 0.46 | 1.1
C=C(C)c1ccc(C(C)(C)NC(=O)N(Cc2ccccc2)Cc2ccco2)cc1 | i | 16 | i | 7 | -1.7 | 1045 | 2.6 | 1.5 | 10 | i | 3 | 7 | 7% | -5% | -0.57 | 0.37 | -0.26 | 0.039
COc1ccc(/C=N/NC(=O)Nc2nonc2N)cc1 | i | -4 | i | 38 | 1.1 | 427 | 3.2 | 2.7 | 5.0 | i | -16 | -5 | 9% | 4% | -0.54 | -0.26 | -0.48 | 1.1
O=C1/C(=C/c2cccnc2)Sc2ccccc21 | i | -15 | i | 12 | -0.9 | 1341 | 4.0 | 2.1 | 8.2 | i | 4 | 27 | 4% | 0% | -0.2 | -0.21 | -0.37 | 0.13
COc1ccc(/C(C)=N/Nc2ccc(C(=O)O)cc2)cc1OC | i | 13 | i | 45 | -1.8 | 982 | 2.8 | 2.7 | 0.7 | i | -12 | 12 | ? | 6% | -0.14 | -0.25 | 0.062 | 0.8
CCN1CCN(C(=O)C2CC(c3ccc(F)cc3)=NO2)CC1 (stereo unspecified) | i | -6 | i | 39 | -0.4 | 1098 | 2.2 | 0.9 | 2.0 | i | 3 | 2 | -2% | -2% | 0.17 | -0.2 | 0.33 | 0.22
O=C(O)c1cccnc1SCC(=O)N1CCCCCC1 | i | 11 | i | 10 | 0.9 | 1380 | 4.4 | 3.8 | 13 | i | 13 | 1 | 16% | 6% | -0.61 | -0.31 | -0.15 | 0.47
O=C(NCCN1C(=O)CSC1=O)C1CC(=O)N(c2ccccc2)C1 (stereo unspecified) | i | -10 | i | 44 | nt | nt | 2.7 | 1.6 | 2.5 | i | 1 | 0 | 9% | 0% | -0.66 | -0.26 | -0.18 | 0.9
N#CCSc1nnc2ccc3ccccc3n12 | i | -2 | i | 35 | nt | nt | 1.7 | 2.0 | 52 | i | 1 | 14 | -2% | 0% | -0.42 | 0.75 | 0.34 | 1
O=c1[nH]c2ccccc2c2nc3ccccn3c12 | i | -7 | i | 39 | -4.2 | 916 | 3.1 | 2.3 | 6.6 | i | 1 | 3 | 9% | 0% | -0.98 | -0.012 | -0.3 | 1.2
CCC(O)C1CCN(Cc2cn(Cc3ccccc3)nc2-c2cc3ccccc3o2)CC1 (stereo unspecified) | i | -4 | i | 42 | 1.3 | 1033 | 3.6 | 3.4 | 8.8 | i | 0 | 1 | -8% | 3% | 1.4 | -0.23 | 0.69 | -0.37
